FBPA Giardia inh: inhibitors of Giardia lamblia fructose-1,6-bisphosphate aldolase; A8B2U2; purified Giardia FBPA; Potency, µM (highest dose often 59.6 µM), without a hit: at the top dose activity, negative = inhibition, actives largely listed as inhibitors; 290,000 compounds, 0.71% hits; active = well fitted inhibition curve with a large enough effect; inconclusive = small, poorly fitted or top-dose-only effect, or effect the other way; also: nearly all actives have a fitted effect of over 55% in size
Target sequence (A8B2U2 whole entry, looked up): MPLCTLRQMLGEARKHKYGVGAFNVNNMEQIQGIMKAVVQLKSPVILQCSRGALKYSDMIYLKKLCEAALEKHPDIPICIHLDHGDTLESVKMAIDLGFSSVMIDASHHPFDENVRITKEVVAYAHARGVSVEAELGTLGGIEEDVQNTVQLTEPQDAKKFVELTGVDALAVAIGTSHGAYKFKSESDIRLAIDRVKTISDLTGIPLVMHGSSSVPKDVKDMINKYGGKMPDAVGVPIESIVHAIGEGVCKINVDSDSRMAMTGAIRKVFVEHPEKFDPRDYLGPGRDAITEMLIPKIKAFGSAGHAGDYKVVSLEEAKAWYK
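40 nM FBPA preincubated 10 min at RT with compound (up to 57.5 uM final), then substrate plus GAPDH/TPI/NAD/arsenate coupling and diaphorase/resazurin added. Fluorescence read after 20 min at RT, 525/598 nm.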
* hit, by the source's call; ? = inconclusive; & = joins results of further samples; [ ] = dose if it differs, or a comment. % is scaled to controls: 0 for no effect and ±100 for the full control effect; potency is read from the fitted curve at half-maximal effect.

mol | FBPA Giardia inh
CC[C@H](C)[C@H](NC(=O)[C@H](C)NC(=O)CNC(=O)[C@H](CCCCN)NC(=O)[C@H](CC(N)=O)NC(=O)[C@H](CO)NC(=O)CN)C(=O)N[C@H](C(=O)NCC(=O)N[C@@H](CC(C)C)C(=O)N[C@@H](CCSC)C(=O)O)[C@@H](C)CC | 5%
OCc1ccc(-c2ccc(-c3ccc(CO)s3)o2)s1 | -1%
CCOC(=O)c1ncc2[nH]c3ccc(OCc4ccccc4)cc3c2c1COC | -20%
CNc1nc(-c2cccnc2)nc2ccccc12 | -1%
CN(C)Cc1ccccc1-c1cc(NCc2ccccc2)ncn1 | 9%
Cc1ncc2n1-c1ccc(Cl)cc1C(c1ccccc1F)=NC2O (stereo unspecified) | 11%
NC[C@@H]1O[C@@H](O[C@H]2[C@H](O)[C@@H](O[C@@H]3O[C@@H](CO)[C@H](O)[C@@H](N)[C@@H]3O)[C@H](N)C[C@@H]2N)[C@@H](O)[C@H](O)[C@H]1O | 3%
COc1ccc(OC)c([C@H](O)[C@H](C)N)c1 | 0%[21.7 µM]
CC(C)=CCn1cnc2c1C(NOCc1ccccc1)=NCN2 | 2%
N#Cc1cccc(NC(=O)N2CC[C@@]3(CCCNC3)C2)c1 | -6%
S=C(S)O[C@@H]1C[C@@H]2C[C@H]1[C@@H]1CCC[C@H]21 | ?
CC(C)NC[C@@H](O)COc1ccc(COCCOC(C)C)cc1 | 10%
COc1cccc(Cn2c(=O)c(-c3ccc(F)cc3)nc3cncnc32)c1 | -4%
O=C(O)C1CCN(c2ncnc3ccc(-c4ccccc4C(F)(F)F)cc23)CC1 | 16%
COCC(=O)N1CCC2(CC1)CCN(C(=O)Nc1cccc(F)c1)CC2 | 7%
C[C@@H]1C(=O)N(S(=O)(=O)c2ccccc2[N+](=O)[O-])[C@H]1c1ccc(-c2ccccc2)cc1 | 27%
O=c1[nH]c(=O)n(C2CC(O)C(CO)O2)cc1C(F)(F)F (stereo unspecified) | 7%
C=C1CC[C@H](O)C/C1=C/C=C1\CCC[C@]2(C)[C@@H]([C@H](C)CCCC(C)(C)O)CC[C@@H]12 | -1%
O=C(/C=N/O)NCCCCNC(=O)/C=N/O | -7%[12.9 µM]
O=S(=O)(NCCNC/C=C/c1ccc(Br)cc1)c1cccc2cnccc12 | -4%
COCCN=C1OC(=O)N2C(=O)C3=C4C(C[C@H]5C(=O)N(CC(=O)OC)C(=O)[C@H]5[C@H]4[C@@]12Cc1ccccc1)[C@H]1C(=O)N(CC(=O)OC)C(=O)[C@H]1[C@H]3C (stereo partly specified) | -1%
O=C1CC[C@@H](C(=O)N[C@@H](Cc2cnc[nH]2)C(=O)N[C@@H](Cc2c[nH]c3ccccc23)C(=O)N[C@@H](CO)C(=O)N[C@@H](Cc2ccc(O)cc2)C(=O)O)N1 | 0%
CCCCC/C=C\C/C=C\CCCCCCCCCC(=O)NC(C)C(=O)O (stereo unspecified) | 5%
COc1ccc(Oc2ncc3nc(-c4ccccc4)c(=O)n(CCC#N)c3n2)cc1 | -4%
COc1ccc2[nH]cc(CCNc3ncncc3-c3ccccc3C(F)(F)F)c2c1 | -2%
CCC(=O)NCCCC[C@H](NC(=O)OCc1ccccc1)C(=O)Nc1ccc2c(C)cc(=O)oc2c1 | 1%
C[C@H](N)CCCC(C)(C)O | -1%[21.7 µM]
CS(=O)(=O)Nc1cccc(-c2nccc(NCc3cccs3)n2)c1 | 1%
CC1(C)C(O)CC[C@]2(C)C1CC[C@@]1(C)C2C(=O)C=C2[C@@H]3C[C@@](C)(C(=O)O)CC[C@@]3(C)CCC21C (stereo partly specified) | 18%
CCCCCN(CCCCC)C(=O)[C@H](CCC(=O)O)NC(=O)c1ccc(Cl)c(Cl)c1 | 7%[21.7 µM]
COCCn1c(=O)c(-c2cc(F)cc(F)c2)nc2cnc(Nc3cccc(OC)c3)nc21 | -5%
COc1ccc(-c2oc3ccccc3c(=O)c2O)cc1OC | 1%
C[C@@H]1Cc2c(Cl)cc(C(=O)N[C@H](Cc3ccccc3)C(=O)O)c(O)c2C(=O)O1 | -5%
COc1ccccc1CNc1nc(-c2c(C)noc2C)nc2ccccc12 | -18%
N[C@](CC1c2ccccc2Oc2ccccc21)(C(=O)O)[C@@H]1C[C@@H]1C(=O)O | -7%
NC[C@@H]1O[C@@H](O[C@H]2[C@H](O)[C@H](O[C@@H]3O[C@H](CO)[C@@H](O)[C@H](N)[C@@H]3O)[C@@H](N)C[C@H]2N)[C@H](N)C[C@@H]1O | 3%[21.7 µM]
O[C@@H](c1ccccc1)C1CCN(CCc2ccccc2)CC1 | -1%
C[C@@]12CC[C@H]3[C@@H](CC[C@@H]4C[C@H]5S[C@H]5C[C@]43C)[C@H]1CC[C@H]2O | 2%[21.7 µM]
Cc1ccccc1-c1ccc2ncnc(NCc3cccs3)c2c1 | -17%
COC(=O)c1ccc(C(NC(=O)OCc2ccccc2)/C(F)=C/[C@@H](C)C(=O)Nc2ccc(OC)cc2)cc1 (stereo partly specified) | -3%
O=C(c1c(O)c2ccc(Cl)cc2[nH]c1=O)C1CC1 | -10%
C[C@H](CCC(=O)O)[C@H]1CC[C@@H]2[C@H]3CC[C@H]4C[C@H](O)CC[C@]4(C)[C@@H]3CC[C@@]21C | ?
CNc1ncncc1-c1ccccc1CN(C)C | 7%
Cc1cccc(CNc2cc(-c3ccc(N(C)C)cc3)ncn2)c1 | -17%
Cc1cccc(CNc2ccnc(-c3ccc(C(=O)N(C)C)cc3)n2)c1 | -5%
O=C(NC1CCN(Cc2ccccc2)CC1)c1ccc(I)cc1 | 10%
COC(=O)C1(Cc2ccccc2)C=C2C(=C(c3ccccc3)C(=O)C2C)CN1 (stereo unspecified) | -20%
CC(C)CO/N=C1/[C@H]2O[C@@H]2[C@@H](O)[C@H]2[C@H]1CCn1c(=O)n(-c3ccccc3)c(=O)n12 | 6%[12.9 µM]
COC1=CC2C3Cc4ccc(OC)c(O)c4[C@]2(CCN3C)CC1=O (stereo partly specified) | ?
Nc1ccc(O)c(C(=O)O)c1 | 3.5µM*
COc1cccc(-c2nc(NCc3cccs3)c3ccccc3n2)c1 | 13%
CSc1nc(NC2CCCC2)c([N+](=O)[O-])c(NC2CCCC2)n1 | -1%&4%
O=c1c(-c2ccccc2)nc2cnc(N3CCNCC3)nc2n1-c1ccccc1 | 2%
COc1ccc(CN(CCN(C)C)c2ncccn2)cc1 | -1%
COc1ccc(-n2c(=O)c(-c3cccs3)nc3cnc(Nc4ccccc4)nc32)cc1 | 6%
C#C[C@]1(O)CC[C@@H]2[C@H]3CCC4=Cc5oncc5C[C@]4(C)[C@@H]3CC[C@@]21C | 0%[21.7 µM]
COc1ccc(C2/C=C\CN(CC3CC3)C(Cc3ccccc3)C(=O)N2Cc2ccc(F)cc2)cc1 (stereo unspecified) | 0%
COc1cccc(Nc2ncc3nc(C)c(=O)n(C4CC4)c3n2)c1 | 6%
Cc1ccc(C(=O)Cn2c3c(sc2=N)CCCC3)cc1 | -28%
COC(=O)NC(CC(C)=O)c1ccc2c(c1)OCO2 (stereo unspecified) | -1%[12.9 µM]

(continued)
mol | FBPA Giardia inh
COCC(=O)N1CCC2(CC1)CCN(C(=O)Nc1cccc(C#N)c1)CC2 | -10%
COC(=O)C(c1ccc(OC)c(OC)c1)C1c2ccccc2C=C(C)N1C(=O)OC (stereo unspecified) | -7%
Nc1ccc(-c2ccc3ccccc3n2)cc1 | ?
COc1ccc(-n2c(=O)c(-c3cc(F)cc(F)c3)nc3cncnc32)cc1 | 4%
CC(C)OC(=O)[C@@H]1CC[C@H](C)[C@@H](CCCCO)O1 | 1%
CCN1C(=O)[C@H]2[C@H]3[C@H](O)[C@H](O)C/C(=N/OC[C@@H](C)[C@H](OCc4ccccc4)C(C)C)[C@@H]3CC[C@@H]2C1=O | -3%[12.9 µM]
C#C[C@]1(O)CC[C@H]2[C@H]3CCc4cc(O)ccc4[C@@H]3CC[C@@]21C | -4%
Cc1cnc(CNc2nc(-c3ccccc3Cl)nc3ccccc23)cn1 | -4%
COC(=O)[C@@]1(Cc2ccccc2-c2ccco2)C=C[C@H](C)[C@@H](c2ccccc2)N1C(=O)C(F)(F)F | 3%
OC1CCC2Cc3ccccc3N=C12 (stereo unspecified) | 0%
CS(=O)(=O)Nc1cccc(-c2cc(NCc3cccs3)ncn2)c1 | 1%
COc1ccc(C(=O)N2CCC3(CCCN(Cc4ccccc4OC)C3)CC2)cc1 | -5%
CC(=O)Nc1c(N)[nH]c(=O)n(C)c1=O | -7%
C=CC[C@](C)(O)c1ccccc1 | -1%
C#CCCCO/N=C1/C[C@@H](O)[C@@H](O)[C@@H]2[C@@H]3C(=O)N(Cc4ccccc4)C(=O)[C@H]3CC[C@@H]12 | 4%[12.9 µM]
CC(C)CN1CC2(CCN(C(=O)c3cccc(F)c3)CC2)C1 | -3%
Cc1c[nH]c(=O)n(CCCN2CCN(c3ccccc3OCC(F)(F)F)CC2)c1=O | 12%
Cc1nc(NC2CCCCC2)c2nc(-c3ccccc3)n(CCN(C)C)c2n1 | 1%
CN1CC[C@@]2(C)c3cc(O)ccc3N(C)C2O1 (stereo partly specified) | 0.63µM*
COC(=O)C1=C(C)NC(C)=C(C(=O)OCCN(C)Cc2ccccc2)[C@H]1c1cccc([N+](=O)[O-])c1 | -4%[21.7 µM]
COC(=O)C[C@@](O)(CCC(C)(C)O)C(=O)O[C@@H]1C(OC)=C[C@]23CCCN2CCc2cc4c(cc2[C@@H]13)OCO4 | -3%
CC(C)C[C@H]1C(=O)N2CCC[C@@H]2[C@]2(O)O[C@](NC(=O)[C@@H]3C=C4c5cccc6[nH]c(Br)c(c56)C[C@H]4N(C)C3)(C(C)C)C(=O)N12 | -21%
C/C(CCN1CCCc2nc(C)c(C)cc21)=N\O[C@@H](C)c1cn([C@@H]2COC[C@@H]2O)nn1 | 1%[12.9 µM]
C=C1CCN(C(Cc2ccccc2)C(=O)O)S(=O)(=O)c2ccccc21 (stereo unspecified) | 7%
CCCn1c(-c2ccc(F)cc2)nc2c(NCCCN(CC)CC)nc(C)nc21 | 2%
CN1C[C@H](C(=O)N[C@]2(C)O[C@]3(O)[C@H]4CCCN4C(=O)[C@H](Cc4ccccc4)N3C2=O)C[C@H]2c3cccc4[nH]cc(c34)C[C@@H]21 | -6%[21.7 µM]
COc1cc2nccc(Oc3ccc(NC(=O)Nc4ccc(F)cc4F)c(F)c3)c2cc1OC | -1%
CC(=O)[C@]1(O)CCC2C3CC(C)C4=CC(=O)C=CC4(C)[C@@]3(F)C(O)C[C@]21C (stereo partly specified) | 4%
COc1ccc(-c2nc3c(c4c2C[C@H](c2ccccc2)OC4)CN(C(=O)Cc2cccs2)CC3)c(C)c1 | 11%[12.9 µM]
COc1cc(/C=C/C(=O)c2cccs2)cc(OC)c1OC | -10%

Compounds above that have an NH in an aromatic ring:
mol | FBPA Giardia inh
CCOC(=O)c1ncc2[nH]c3ccc(OCc4ccccc4)cc3c2c1COC | -20%
O=c1[nH]c(=O)n(C2CC(O)C(CO)O2)cc1C(F)(F)F (stereo unspecified) | 7%
O=C1CC[C@@H](C(=O)N[C@@H](Cc2cnc[nH]2)C(=O)N[C@@H](Cc2c[nH]c3ccccc23)C(=O)N[C@@H](CO)C(=O)N[C@@H](Cc2ccc(O)cc2)C(=O)O)N1 | 0%
COc1ccc2[nH]cc(CCNc3ncncc3-c3ccccc3C(F)(F)F)c2c1 | -2%
O=C(c1c(O)c2ccc(Cl)cc2[nH]c1=O)C1CC1 | -10%
CC(=O)Nc1c(N)[nH]c(=O)n(C)c1=O | -7%
Cc1c[nH]c(=O)n(CCCN2CCN(c3ccccc3OCC(F)(F)F)CC2)c1=O | 12%
CC(C)C[C@H]1C(=O)N2CCC[C@@H]2[C@]2(O)O[C@](NC(=O)[C@@H]3C=C4c5cccc6[nH]c(Br)c(c56)C[C@H]4N(C)C3)(C(C)C)C(=O)N12 | -21%
CN1C[C@H](C(=O)N[C@]2(C)O[C@]3(O)[C@H]4CCCN4C(=O)[C@H](Cc4ccccc4)N3C2=O)C[C@H]2c3cccc4[nH]cc(c34)C[C@@H]21 | -6%[21.7 µM]

Additional entries:
mol | FBPA Giardia inh
CCNc1ncc2ncc(=O)n(C[C@H]3CCCO3)c2n1 | 0%
C=CCc1cccc(C2C(C)CCC3C(=O)N4C(Cc5c([nH]c6ccccc56)C4c4cc(OC)c(OC)c(OC)c4)C(=O)N32)c1 (stereo unspecified) | -9%[12.9 µM]
COc1ccc2ccccc2c1-c1c(OC)ccc2ccccc12 | 2%&0%
COCCNc1nc(-c2ccoc2)nc2ccccc12 | 0%
O=c1c(-c2ccccc2)nc2cnc(N3CCNCC3)nc2n1Cc1cccs1 | 0%
C=C1CC2C(=O)N(Cc3cc(OC)ccc3OC)C(C(=O)OCC)C1N2C (stereo unspecified) | 6%
COc1cccc(OC)c1C(=O)NC1C(=O)N2C1SC(C)(C)C2C(=O)O (stereo unspecified) | -6%
CN(C)c1ccc(-c2nccc(NCCN3CCOCC3)n2)cc1 | -9%
CC(=O)N[C@@H](CSC/C=C(\C)CC/C=C(\C)CCC=C(C)C)C(=O)O | 4%
COc1ccc(-c2nc3c(c4c2C[C@H](c2ccccc2)OC4)CN(S(=O)(=O)c2ccc(C#N)cc2)CC3)c(C)c1 | 3%[12.9 µM]
CC(C)NC(=O)N1CC2(CCN(C(=O)c3cc(C(F)(F)F)cc(C(F)(F)F)c3)CC2)C1 | 4%
COC(=O)C/C=C\[C@H](C)[C@H](CO)NS(=O)(=O)c1ccc(C)cc1 | 5%[12.9 µM]
COCCn1c(=O)c(CCc2ccccc2)nc2cnc(Oc3ccc(OC)cc3)nc21 | -1%
CC(C)(C)NC[C@H](O)c1cc(O)cc(O)c1 | -26%[21.7 µM]

These rows are one share of the data (hit frequency here may not be typical).
